Screening data (PubChem)
RAD54 inh – inhibitors of human RAD54 branch migration, primary screen, biochemical, fluorescence, single point. RAD54 Holliday junction branch migration, FAM/BHQ fluorescence. inhibition, % at 10.4 µM. 0.14% of 360,000 active;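 active = mean normalized replicate activity at least 40 and at least half of replicates scoring 40 or more; inconclusive = only one of the two criteria met; inactive = mean below 40 and under half of replicates reaching 40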;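 note: 0% = median of neutral control wells and 100% = median of positive control wells; inhibitors cause a drop in the FAM fluorescence signal; in these data hits start at about 50%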
Target sequence (Q92698 whole entry, looked up): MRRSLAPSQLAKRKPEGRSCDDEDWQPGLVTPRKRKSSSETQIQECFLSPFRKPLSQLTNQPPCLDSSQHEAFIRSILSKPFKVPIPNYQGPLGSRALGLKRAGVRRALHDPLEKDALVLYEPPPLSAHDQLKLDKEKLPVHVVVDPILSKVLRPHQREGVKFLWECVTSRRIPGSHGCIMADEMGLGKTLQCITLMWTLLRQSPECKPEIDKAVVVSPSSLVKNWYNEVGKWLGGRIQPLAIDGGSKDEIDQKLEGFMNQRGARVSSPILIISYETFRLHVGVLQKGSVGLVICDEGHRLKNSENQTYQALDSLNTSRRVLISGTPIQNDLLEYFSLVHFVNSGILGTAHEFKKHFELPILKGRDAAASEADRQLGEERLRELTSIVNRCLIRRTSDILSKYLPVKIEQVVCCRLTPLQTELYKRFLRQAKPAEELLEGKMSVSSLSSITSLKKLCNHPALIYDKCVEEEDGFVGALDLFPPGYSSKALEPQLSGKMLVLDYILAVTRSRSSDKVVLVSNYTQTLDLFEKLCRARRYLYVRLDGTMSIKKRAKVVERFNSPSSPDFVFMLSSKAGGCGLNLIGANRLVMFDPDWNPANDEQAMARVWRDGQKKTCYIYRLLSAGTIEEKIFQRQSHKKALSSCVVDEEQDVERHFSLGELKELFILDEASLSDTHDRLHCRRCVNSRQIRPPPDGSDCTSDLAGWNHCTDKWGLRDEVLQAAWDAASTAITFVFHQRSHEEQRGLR
esBAF inh – Bmi1 luciferase reporter increase in mESCs, primary screen, esBAF inhibitor project, mouse ES cells, Bmi1 luciferase knock-in, single point | reporter increase, % at 12.5 µM | AID 602393, 2012 | 2% of 350,000 active | 24 h; 100% = twice the neutral-well signal; in the data active = activation above about 40%; inconclusive = no clear call, values can overlap the other calls;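 note: 0% = median of the plate's neutral control wells and 100% = double that signal; a rise in the Bmi1 reporter signal indicates esBAF inhibition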
RAD52 anneal inh – RAD52 DNA annealing inhibitors, primary screen, biochemical, FRET, single point, set 2; DNA repair protein RAD52 homolog (Homo sapiens), P43351; recombinant RAD52 DNA annealing, FRET fluorescence; inhibition, % at 18.7 µM; 0.46% of 360,000 active; AID 651710, 2012;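 active = every replicate showing at least 50% inhibition; inconclusive = mean inhibition at least 50% but not in every replicate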
E-selectin induc – E-selectin induction in HUVECs, primary screen, imaging, HUVEC, immunofluorescence imaging, single point; normalized: neutral wells 0, TNF-alpha wells 100; activation, % at 7.58 µM; 0.37% of 260,000 active; AID 686992, 2013;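 active = mean E-selectin-positive cell signal at least 10% of the positive control, reached in at least 60% of replicates, without over 20% cell loss; inconclusive = no rule given, readout overlaps actives, possibly toxicity-flagged; inactive = the rest, including those meeting only one limit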;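 note: in these data hits start at about 27%; measured in HUVEC primary endothelial cells; signal is the percent of cells scored E-selectin positive by PE staining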
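Material: HUVEC primary endothelial cells; Amount: 3,000 cells per well; Dosing: single concentration; Medium: EGM-2 growth medium on 0.1% gelatin-coated wells; Read-out basis: percent E-selectin-positive cells; Signal: immunofluorescence imaging; Control set: TNF-alpha, DMSO.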
EWS-Fli inh – EWS/Fli-driven NR0B1 reporter inhibitors, primary screen, A673 cells, NR0B1 luciferase, luminescence, MLPCN library. viability-normalised. inhibition, % at 12.6 µM. 0.67% of 350,000 active. AID 651661, 2012;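 active = mean inhibition of at least 50% after viability correction, with every replicate also passing that limit; inconclusive = mean reaches 50% but only one of two replicates passes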;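 note: firefly luciferase signal divided by Alamar Blue viability fluorescence both relative to DMSO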
XiGFP reactiv – activators of inactive X chromosome reactivation, primary screen, imaging, XiGFP fibroblasts, GFP high-content imaging, set 2 | XiGFP mouse fibroblasts, % GFP-positive cells imaging, 3 d; cells co-treated with 5-aza-dC sensitizer; scaled so ellipticine positive control = 100% | activation, % at 7.58 µM | 0.055% of 360,000 active;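 active = mean normalized replicate activation at least 10% and every replicate at or above 10%; inconclusive = only one of the two criteria met; inactive = mean below 10% and not all replicates reach 10%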;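 note: 0% = median of on-plate neutral control wells and 100% = ellipticine 6 µM median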
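Material: SV40-immortalized XiGFP fibroblast cells, line 68-5-11 | Buffer or medium: DMEM containing 5-aza-dC | Dosing: One concentration, pinned | Times: 3 d treatment, 15 min room-temperature fixation | Controls: Ellipticine 6 µM positive control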
S100A4 inh HTS – inhibitors of S100A4-myosin IIA peptide binding, primary screen, biochemical, fluorescence polarization, TAMRA-MyoIIA peptide; Protein S100-A4 (Homo sapiens), P26447; inhibition, % at 10.7 µM; 0.14% of 360,000 active;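 active = mean inhibition of at least 70% across replicates, with every replicate also reaching that level; inconclusive = mean inhibition reaches 70% but some replicates fall short; inactive = mean inhibition below 70%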
Target sequence (P26447 whole entry, looked up): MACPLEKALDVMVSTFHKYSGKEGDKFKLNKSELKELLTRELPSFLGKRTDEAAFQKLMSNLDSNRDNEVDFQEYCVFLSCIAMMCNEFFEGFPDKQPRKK
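Compound dosing: one dose per compound; test system: human S100A4 monomer with TAMRA-labelled myosin IIA peptide; probe or stimulus: TAMRA-labelled myosin IIA heavy-chain peptide probe, 5 nM; medium: HEPES buffer with Ca2+, pH 7.2; schedule: 5 min incubation before reading; benchmarks: neutral control DMSO, positive control TFP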
FN deposit inh – inhibitors of fibronectin matrix deposition, primary screen, AH1F cells, Alexa488-fibronectin fluorescence, plate reader; inhibition, % at 12.6 µM; AH1F fibroblasts, overnight; 0.086% of 350,000 active; AID 743247, 2014;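 active = mean inhibition across replicates of 30% or more, regardless of how many single replicates reach that level; inconclusive = mean under 30% yet at least half of replicates reach 30%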;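 note: positive control wells lacked labelled fibronectin entirely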
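Material: AH1F fibroblast monolayer depositing Alexa488-labelled fibronectin into matrix / Amount: 10000 AH1F cells per well / Signal: fluorescence 485/525 nm / Medium: DMEM, 2% serum / Compound: single dose, pinned / Incubation: 1 h cell adhesion before compound, then overnight fibronectin incubation / Reagent: Alexa488-FN, 24 nM final / Read-out: inhibition of fibronectin deposition signal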
* hit, by the source's call; ? = inconclusive; . = not tested or not shown.

SMILES	RAD54 inh	esBAF inh	RAD52 anneal inh	E-selectin induc	EWS-Fli inh	XiGFP reactiv	S100A4 inh HTS	FN deposit inh
CCCC(=O)Nc1ccc2c(c1)C(=O)N(C)C[C@H](OC)[C@@H](C)CN(Cc1cncnc1)[C@@H](C)CO2	-1	-3	-5	-0.4	-1	0.2	5	-4
C/C(=N\NC(=O)c1c[nH]c2ccccc12)c1ccc2c(c1)OCO2	.	.	-34	.	-10	0.0	1	-17
CN1CCC(N(C)C(=O)c2cccc(S(=O)(=O)N3CCOCC3)c2)CC1	0	-20	-11	.	-2	0.2	0	1
NC1=NC(=O)C(CC(=O)NCc2ccccc2)S1 (configuration not stated)	.	.	-15	-0.7	-6	0.0	-2	2
O=C(Cn1cnc2ccccc21)c1ccccc1	1	9	-9	.	6	0.3	-9	-11
C/C=C/c1ccc(OCCOc2ccc(C=O)cc2OC)c(OC)c1	.	.	-6	-2.0	-6	0.2	2	0
COc1ccc(CN(C)C[C@H]2OCCCC[C@H](C)Oc3ccc(NC(=O)Nc4cccc5ccccc45)cc3C(=O)N([C@@H](C)CO)C[C@@H]2C)cc1	-4	-3	17	0.0	5	0.0	2	.
COC(=O)c1c(C)oc(C)c1S(=O)(=O)NCc1ccc(Cl)cc1	.	.	0	.	-4	-0.2	-5	0
C[C@H](CO)N1C[C@H](C)[C@H](CN(C)Cc2ccc(C(=O)O)cc2)Oc2c(NC(=O)C3CCCCC3)cccc2C1=O	2	-6	0	0.7	-10	0.0	4	.
O=S(=O)(c1ccc(Br)cc1)c1nc(-c2ccccc2)oc1NCCN1CCOCC1	11	-2	12	-0.9	.	0.0	-4	.
CCCN(C)C[C@H]1Oc2ncc(C#Cc3ccccc3OC)cc2C(=O)N([C@@H](C)CO)C[C@H]1C	.	-2	.	-0.3	-15	0.2	.	-17
Cc1ccc(S(=O)(=O)N(C)C[C@H]2Oc3ccc(NS(=O)(=O)c4cccs4)cc3C(=O)N([C@H](C)CO)C[C@@H]2C)cc1	-5	1	3	0.7	-2	0.2	-6	.
Cc1ccc(S(=O)(=O)N2CCCC2C(=O)OCc2nc3sc(C)c(C)c3c(=O)[nH]2)cc1 (configuration not stated)	0	-7	.	.	.	0.0	.	1
O=C(CCc1ccccc1)N1CCN(Cc2ccc(F)cc2Cl)CC1	0	-5	-21	.	4	0.0	-1	-7
O=C(c1cnccn1)N1CC(=O)N2[C@H](CO)[C@@H](c3ccc(C#CC4CC4)cc3)[C@@H]2C1	.	.	-21	-0.1	2	0.0	10	-6
O=S(=O)(NC[C@H]1N[C@H](CO)[C@@H]1c1ccccc1)c1ccccc1	3	3	-31	-0.1	-3	0.0	3	-8
C[C@@H]1CN([C@@H](C)CO)C(=O)c2cc(-c3cccc(C#N)c3)cnc2O[C@@H]1CN(C)C(=O)C1CCOCC1	10	2	18	-0.1	-18	0.0	-19	3
COc1cccc(NC(=O)CN(C)C(=O)Cn2cnc3ccccc3c2=O)c1	2	-4	-14	.	-5	0.4	3	2
CC(C)=CCN1CCN(Cc2cccn2-c2ncccn2)CC1CCO (configuration not stated)	.	.	-15	.	4	0.0	1	-7
O=C(NN1C(=O)c2ccc(-c3ccc4c(c3)C(=O)N(NC(=O)c3cccnc3)C4=O)cc2C1=O)c1cccnc1	-7	-4	-8	.	6	0.1	-5	0
COc1ccc(Nc2nc(C)cc(C)n2)cc1Cl	-4	?	5	0.0	-62	0.0	4	-7
O=C(CC1CC2CCC1C2)N1CCN(S(=O)(=O)c2ccc(F)cc2)CC1 (configuration not stated)	3	11	-8	-0.2	-1	0.1	-2	1
C[C@H]1CN([C@@H](C)CO)C(=O)Cc2cc(NS(=O)(=O)c3cn(C)cn3)ccc2O[C@@H]1CN(C)C	-12	-3	1	0.0	-2	-0.5	-6	.
O=C(CCCC1=NS(=O)(=O)c2ccccc2N1)OCc1ccc(Cl)cc1	6	7	-10	.	-2	0.0	2	14
CO[C@H]1CN(C)C(=O)c2cc(NC(=O)C3CC3)ccc2OC[C@@H](C)N(C(=O)c2ccncc2)C[C@H]1C	-7	0	-1	0.8	-10	0.0	-2	-17
CCN(CC)CCC(c1ccc2c(c1)OCO2)c1c(OC)cc(OC)c2c(-c3ccccc3)cc(=O)oc12 (configuration not stated)	6	-3	55*	-0.1	7	0.0	-3	-13
COc1ccc(N2CCN(C(=O)c3ccc(CS(=O)(=O)c4ccc(OC)cc4)o3)CC2)cc1	2	6	-3	.	-3	0.3	0	-2
O=C(Nc1ccc(F)cc1)N[C@@H]1CC[C@H](CCn2cc(-c3ccc(F)cc3)nn2)O[C@H]1CO	-2	-3	-1	0.2	-2	-0.5	3	.
Cc1c(C(=O)Nc2ccc3c(c2)CCC3)cccc1[N+](=O)[O-]	-2	82*	-7	.	-132	0.0	4	-2
COc1ccc(NC(=O)Nc2cccc3c2O[C@@H](CN(C)Cc2ccc(C(=O)Nc4ccccc4N)cc2)[C@@H](C)CN([C@H](C)CO)C3=O)cc1	.	.	-10	-2.0	-3	0.2	0	.
COCCNC(=O)/C(C#N)=C\c1ccc(CNS(=O)(=O)c2ccc(C)cc2)o1	.	.	2	3.0	7	-0.8	-3	3
CCOc1ccc2nc(C(=O)N3CCCC(C)C3)sc2c1 (configuration not stated)	.	24	-7	1.2	-8	0.3	-10	-3
COc1ccc(-c2nc(-c3ccc4c(c3)OCO4)[nH]c2-c2ccc(OC)cc2)cc1	2	7	.	.	.	0.0	.	9
Cc1c(NC(=O)Nc2ccccc2C(F)(F)F)c(=O)n(-c2ccccc2)n1C	-12	2	-17	-0.1	5	0.4	-3	1
Cc1ccc(S(=O)(=O)Nc2ccc3c(c2)C(=O)N([C@H](C)CO)C[C@@H](C)[C@H](CN(C)S(=O)(=O)c2cccs2)O3)cc1	-15	-10	-4	1.5	-1	-0.3	-15	.
Cc1ccccc1OCCC(=O)Nc1ccc(Cl)cc1F	2	-3	-11	0.7	-38	0.0	-1	-2
CCc1nn(C(CC)C(=O)NCc2cccc(OC)c2OC)c(=O)c2cc3occc3n12 (configuration not stated)	-6	-6	-28	.	8	0.4	7	5
COc1ccc(Nc2cnn(-c3nc4ccccc4s3)c(=O)c2Cl)cc1	0	.	-6	.	11	-0.1	-2	-21
Cc1cc(C)c(NS(=O)(=O)c2ccc3c(c2)NC(=O)CCS3)c(C)c1	1	4	-9	.	-5	0.0	-1	-4
Cc1cc(C(=O)COC(=O)c2nn(C)c(=O)c3ccccc23)c(C)n1C	4	0	-18	1.0	-8	0.1	-3	3
C#CCOCCOCCOCCNc1nc(N2CCN(C(=O)Cn3cc(CCO)nn3)CC2)nc(N2CCN(C(=O)[C@H]([C@@H](C)CC)n3cc(CCCCN)nn3)CC2)n1	8	-10	-3	0.8	-4	0.0	1	-12
CCc1nc2ccccc2n1CC(=O)NC1CCS(=O)(=O)C1 (configuration not stated)	-1	4	-2	-0.2	-3	0.1	-1	-3
CN(CCCNC(=O)C1CCC(CNS(=O)(=O)c2ccccc2)CC1)Cc1ccccc1 (configuration not stated)	-6	4	-5	.	9	0.0	-3	-10
COCC(=O)N1[C@@H]2CN(C(=O)c3cccnc3)c3ccccc3[C@@H]2[C@@H]1CO	-17	-1	-2	-0.2	4	0.0	0	-2
CC(C)=CCCC(C)CN1CCC(N2CCC(C(=O)N3CCCC3)CC2)CC1 (configuration not stated)	-7	-2	-22	0.0	18	-0.2	-25	0
c1ccc(-c2cc3c(N4CCN(c5ccccc5)CC4)ncnc3s2)cc1	4	-1	-23	.	6	0.1	-17	8
CCOCCn1c(=O)c2c(nc3n2CC(C)CN3CCc2ccccc2)n(C)c1=O (configuration not stated)	4	0	-9	.	4	0.1	1	-1
CCCCNC(=O)N(C)c1nc2ccccc2s1	3	64*	-24	-1.1	-46	0.0	1	-2

A section taken from the entries so far:
SMILES	RAD54 inh	esBAF inh	RAD52 anneal inh	E-selectin induc	EWS-Fli inh	XiGFP reactiv	S100A4 inh HTS	FN deposit inh
CCOCCn1c(=O)c2c(nc3n2CC(C)CN3CCc2ccccc2)n(C)c1=O (configuration not stated)	4	0	-9	.	4	0.1	1	-1
CCCCNC(=O)N(C)c1nc2ccccc2s1	3	64*	-24	-1.1	-46	0.0	1	-2

Continuation:
SMILES	RAD54 inh	esBAF inh	RAD52 anneal inh	E-selectin induc	EWS-Fli inh	XiGFP reactiv	S100A4 inh HTS	FN deposit inh
O=C(Oc1coc(CSc2ncccn2)cc1=O)c1ccco1	.	-7	-7	-0.3	14	0.2	-1	5
CC(c1n[nH]c(=S)n1-c1ccc(Cl)cc1)N(C)C (configuration not stated)	-1	-3	-6	.	15	0.0	6	0
Cc1cc(N2C(=O)c3ccc(C(=O)Nc4ccc(O)cc4C(=O)O)cc3C2=O)no1	-7	7	-19	0.1	8	0.0	-5	11
COc1cccc(NC(=O)N[C@H]2C=C[C@@H](CC(=O)NCc3ccccn3)O[C@@H]2CO)c1	-2	1	-17	0.0	-9	0.9	-1	.
Cc1cc(C)c2nc(N(CCCN(C)C)C(=O)c3ccc(S(=O)(=O)N4CC(C)OC(C)C4)cc3)sc2c1 (configuration not stated)	4	-3	37	.	2	0.0	0	.
CC(C)Cn1c2c(c(O)c(C(=O)Nc3nc4ccccc4s3)c1=O)CCCC2	-14	40	-8	1.4	-10	-0.1	15	-6
O=C(CSc1nnnn1-c1ccc(O)cc1)NC1CCCCC1	.	3	-12	0.2	7	0.1	-2	-3
COc1ccc(CC(=O)N2N=C(c3ccncc3)CC2(O)C(F)(F)F)cc1 (configuration not stated)	.	.	-21	.	53*	0.1	3	-10
CO[C@H]1CN(C)C(=O)c2ccc(NC(=O)c3cccc(F)c3)cc2OC[C@@H](C)N(CC2CC2)C[C@@H]1C	0	4	-7	0.0	13	0.4	7	-10
O=S(=O)(c1cccc(F)c1)N1CC[C@H]2[C@H](CO)Nc3ccc(Br)cc3[C@H]21	5	3	-15	0.3	-9	0.1	-11	4
CCNC(=O)C[C@H]1CC[C@H](NS(=O)(=O)c2ccc(F)cc2)[C@@H](CO)O1	6	-2	7	-0.4	3	0.1	-8	6
NC(=O)NNc1ncc(C(F)(F)F)cc1Cl	.	.	-11	0.0	3	0.1	2	2
O=C(NCC[C@H]1CC[C@H](NC(=O)C2CCCCC2)[C@@H](CO)O1)c1cnccn1	-13	5	-8	0.2	6	0.2	13	5
